Assay outcomes: PubChem, several laboratories
SARS 3CLpro inh – SARS-CoV 3CLpro protease inhibition; AID 1706; actives 0.14% (n = 290,000); inhibition, % at 6 µM; recombinant SARS-CoV 3CLpro, quenched FRET peptide cleavage; in the data active = inhibition above about 12%
BoNT-A LC inh2 – BoNT A light chain protease inhibition | multiplex microsphere protease substrate cleavage, flow cytometry | inhibition, % at 10 µM | actives 0.17% (n = 360,000) | AID 588499; also: plate controls were buffer without enzyme for full effect and enzyme alone for no effect
VHR inh abs – blocks human VHR1 dual specificity phosphatase | actives 0.52% (n = 290,000) | inhibition, % at 13.3 µM | recombinant VHR phosphatase, pNPP absorbance | AID 1654 | P51452; in the data active = inhibition above about 50%; also: some compounds called inactive have numbers as strong as hits
Target sequence (P51452 whole entry, looked up): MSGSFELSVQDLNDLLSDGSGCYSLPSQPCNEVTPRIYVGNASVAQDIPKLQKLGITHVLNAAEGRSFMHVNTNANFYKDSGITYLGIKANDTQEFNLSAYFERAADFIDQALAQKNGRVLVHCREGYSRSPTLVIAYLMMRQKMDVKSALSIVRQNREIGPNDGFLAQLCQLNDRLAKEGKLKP
Anthrax LF inh2 – blocks Bacillus anthracis lethal factor protease; P15917; multiplex microsphere protease cleavage assay, LF; inhibition, % at 10 µM; actives 0.12% (n = 360,000); AID 588501; also: plate controls were buffer without enzyme for full effect and enzyme alone for no effect
CCHF vOTU inh – blocks the CCHF virus ovarian tumor domain protease. AID 651958. inhibition, % at 11.5 µM. CCHFV vOTU protease, Pep-AMC fluorescence. actives 0.55% (n = 370,000); in the data active = inhibition above about 30%; also: 0% = vehicle wells with enzyme and 100% = no enzyme wells
BoNT F protease – blocks Botulinum neurotoxin F light chain protease; Multiplex microsphere protease cleavage assay, flow cytometry; actives 0.22% (n = 360,000); inhibition, % at 10 µM; in the data active = inhibition above about 35%, passing the limit was not always enough; inconclusive = no clear call, values can overlap the other calls; also: plate controls were buffer without enzyme for full effect and enzyme alone for no effect
Rv3671c protease – inhibits the M. tuberculosis serine protease Rv3671c; actives 0.048% (n = 320,000); P9WHR9; AID 2606; inhibition, % at 5.96 µM; in the data active = inhibition above about 38%;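 also: extracellular domain of Rv3671c used as enzyme; 0% = enzyme with DMSO and 100% = no enzyme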
Target sequence (P9WHR9 whole entry, looked up, the tested form may be a part): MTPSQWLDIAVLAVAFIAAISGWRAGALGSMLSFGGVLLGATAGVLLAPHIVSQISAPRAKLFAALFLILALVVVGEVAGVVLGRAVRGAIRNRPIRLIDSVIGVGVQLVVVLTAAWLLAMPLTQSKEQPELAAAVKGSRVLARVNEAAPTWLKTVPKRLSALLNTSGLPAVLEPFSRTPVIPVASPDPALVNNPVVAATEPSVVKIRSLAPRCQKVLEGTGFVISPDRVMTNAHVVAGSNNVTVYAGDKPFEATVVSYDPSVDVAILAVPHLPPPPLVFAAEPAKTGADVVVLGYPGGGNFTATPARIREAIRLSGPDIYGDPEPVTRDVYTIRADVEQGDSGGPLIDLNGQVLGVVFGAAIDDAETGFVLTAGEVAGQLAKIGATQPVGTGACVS
MazEF act – MazEF (E. coli) toxin RNase activation; actives 0.32% (n = 350,000); FAM/BHQ RNA-DNA oligo cleavage fluorescence, 5 h; P0AE70; AID 504720; activation, % at 20 µM; in the data active = activation above about 50%
Target sequence (P0AE70 whole entry, looked up): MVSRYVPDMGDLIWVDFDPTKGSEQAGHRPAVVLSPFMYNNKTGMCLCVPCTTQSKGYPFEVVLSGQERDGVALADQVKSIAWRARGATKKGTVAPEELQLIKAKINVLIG
PrPC TRFRET – inhibitors of human cell surface prion protein PrPC. AID 720596. actives 0.43% (n = 370,000). P04156. inhibition, % at 13.8 µM. TR-FRET read-out; in the data active = inhibition above about 24%; also: 0% = median of the test wells and 100% = reference compound wells
PriA SSB inh – blocks PriA binding to SSB C-terminal tail; AlphaScreen SSBct-PriA binding, biotinylated peptide; inhibition, % at 33 µM; actives 0.6% (n = 430,000); in the data active = inhibition mostly above about 37%, no sharp cut-off; inactive = mostly below about 20%;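 also: plate controls were negative control peptide for no effect and reference peptide for full effect; strong numbers were not always called active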
Starred values were filed as active, the others as inactive; i = inactive; u = inconclusive; x = no result given; & = joins results of further samples. Rule as the data show it, unless noted: active = inhibition above about 30%; inconclusive = no clear call, values can overlap the other calls; inactive = below that.

SMILES | SARS 3CLpro inh | BoNT-A LC inh2 | VHR inh abs | Anthrax LF inh2 | CCHF vOTU inh | BoNT F protease | Rv3671c protease | MazEF act | PrPC TRFRET | PriA SSB inh
Cc1oc(-c2cccs2)nc1CS(=O)CC(=O)NCc1ccc2c(c1)OCO2 (centres undefined) | 4 | -1.0 | -28 | 1 | 6 | -6 | 0 | 8 | -7 | -2
O=P1(NC2CCCC2)COc2ccccc2OC1 | -2 | -0.5 | 0 | -2 | 0 | -16 | -6 | 5 | -8 | 2
CC(C)c1cc(CNC(=O)C2CCC(=O)N(CCc3ccc(Cl)cc3)C2)on1 (centres undefined) | 0 | 1.9 | -7 | 0 | 10 | 2 | 2 | -8 | -3 | -13
O=C(CNCc1ccccc1)Nc1ccccc1-c1ccccc1 | -5 | 0.5 | 4 | 0 | -15 | 0 | 6 | 9 | 3 | -7
CN(C)C1CCN(Cc2cc(COCc3ccccc3)c3cccnc3c2O)C1 (centres undefined) | x | 2.4 | x | 7 | x | -18 | -2 | 6 | x | 74
CN(C)CCCn1c(-c2ccccc2)nc(=S)c2c1CCCC2 | 4 | u | 19 | -14 | 13 | -32 | 13 | -2 | 4 | -17
CC1=C(C(=O)Nc2cc(C(=O)N3CCN(c4cccc(C)c4)C(C)C3)ccc2C)SCCO1 (centres undefined) | 0 | 1.0 | 5 | 1 | 9 | 6 | 7 | 13 | 0 | 20
O=C(N/C=N/O)C1=NOC(CNc2ncc(C(F)(F)F)cc2Cl)C1 (centres undefined) | -4 | -0.5 | 35 | 3 | 10 | 3 | 3 | 0 | 10 | x
Cc1cccc(C(=O)Nc2c(C#N)c(C)c(C)n2Cc2ccccc2)c1 | -1 | -0.5 | 21 | -4 | 7 | -13 | 1 | -1 | 5 | -11
CC(=O)CCc1oc2ccccc2c1-c1ccccc1 | 2 | -0.7 | 11 | 6 | -11 | 0 | 1 | -6 | 1 | -17
COc1cc(NC(=O)COC(=O)CC(C)(C)C)c(C)cc1[N+](=O)[O-] | 5 | 0.6 | -7 | 2 | 11 | -4 | -1 | 5 | -3 | 0
N#Cc1c(NC(=O)c2nc3ncccn3n2)sc2c1CCCCC2 | 3 | 1.9 | 24 | 5 | 18 | 19 | 1 | 7 | 7 | -13
O=C(Cn1ncc2c3ccccc3n(Cc3ccccc3F)c2c1=O)N1CCC2(CC1)OCCO2 | -3 | 0.5 | 0 | -5 | -14 | 0 | 10 | 2 | 0 | 1
COc1cccc(-c2ccc(CN3C(C)C(=O)N(Cc4cn(Cc5ccco5)nn4)CCS3(=O)=O)cc2)c1OC (centres undefined) | x | 0.0 | x | -1 | 1 | 3 | x | x | -3 | x
Cc1ccc(-c2csc3ncnc(N4CCN(C)CC4)c23)cc1C | 1 | -4.5 | 16 | -3 | 15 | -4 | -7 | 2 | -2 | 7&8
CCc1c(C)nc2cc(-c3ccccc3)[nH]n2c1=O | -6 | 1.8 | 4 | -4 | -15 | 36* | -10 | -17 | 0 | -14
Cc1ccc(NC(=O)COc2nsnc2N2CCOCC2)cc1Cl | -6 | 0.3 | -19 | 0 | 2 | 4 | 0 | 9 | 9 | -10
O=c1/c(=C\c2ccc(F)cc2)sc2n1CCCN=2 | -1 | 1.5 | 21 | -1 | 6 | 3 | 3 | 8 | 9 | x
Cc1ccc(-n2cccn2)c(CN2CCC(CO)(CCc3ccccc3)CC2)c1 | -2 | 0.8 | 11 | -5 | 11 | 0 | x | -5 | -7 | -4
Cc1cccc(N2CCN(C(=O)c3ccccn3)CC2C)c1 (centres undefined) | -2 | -0.2 | 2 | -4 | -2 | -5 | 0 | 2 | 1 | -4

Gathered by group, those above containing a furan ring, fused or not
SMILES | SARS 3CLpro inh | BoNT-A LC inh2 | VHR inh abs | Anthrax LF inh2 | CCHF vOTU inh | BoNT F protease | Rv3671c protease | MazEF act | PrPC TRFRET | PriA SSB inh
CC(=O)CCc1oc2ccccc2c1-c1ccccc1 | 2 | -0.7 | 11 | 6 | -11 | 0 | 1 | -6 | 1 | -17
COc1cccc(-c2ccc(CN3C(C)C(=O)N(Cc4cn(Cc5ccco5)nn4)CCS3(=O)=O)cc2)c1OC (centres undefined) | x | 0.0 | x | -1 | 1 | 3 | x | x | -3 | x

(cont.)
SMILES | SARS 3CLpro inh | BoNT-A LC inh2 | VHR inh abs | Anthrax LF inh2 | CCHF vOTU inh | BoNT F protease | Rv3671c protease | MazEF act | PrPC TRFRET | PriA SSB inh
CCn1cc(C(=O)NCC2CCCO2)c2cc(OC)c(OC)cc2c1=O (centres undefined) | 1 | -0.7 | 19 | -2 | -4 | -8 | -4 | 8 | 4 | -15
CCCCc1cc(=O)oc2cc(OCc3nn[nH]n3)c(Cl)cc12 | -6 | 0.0 | 16 | -1 | 8 | -2 | -2 | -1 | -1 | -10
O=C(O)C1CCCN1S(=O)(=O)c1ccc(Cl)cc1 (centres undefined) | -1 | -2.0 | 27 | 4 | -7 | -20 | 5 | 11 | 1 | 3
O=C(Nc1ccn(CCCN2CCN(Cc3ccc(F)cc3)CC2)c(=O)n1)OCc1ccccc1 | x | 0.1 | x | -2 | -8 | -2 | x | 17 | 1 | x
Nc1cccc([N+](=O)[O-])c1 | 5 | -0.5 | -10 | 1 | 9 | -10 | 5 | -3 | 1 | -13
CC(=O)Nc1nc(C(=O)O)cs1 | -3 | -2.5 | 18 | -1 | 9 | -9 | 0 | 15 | -15 | 0
CCCCn1c(SCC(=O)Nc2nnc(C)s2)nc2c1c(=O)n(C)c(=O)n2C | 0 | u | 21 | 2 | -10 | 2 | 0 | 2 | -4 | -19
CCOc1ccc(NC(=O)CC2C(=O)N(c3ccccc3)C(=S)N2Cc2ccccn2)cc1 (centres undefined) | 2 | -0.7 | 15 | -2 | -5 | -5 | -17 | 2 | -9 | -2
COc1ccc(C2=NOC(Cn3nc(C(=O)NCc4ccc(OC(F)(F)F)cc4)cc3-c3ccccc3)C2)cc1 (centres undefined) | x | -0.4 | x | 2 | -7 | -6 | 9 | 5 | 7 | 3
Cc1ccc(C(=O)N/C(=C\c2ccc3c(c2)OCO3)C(=O)Nc2ccc(C(=O)O)cc2)cc1 | 3 | -0.7 | 13 | -6 | 2 | -1 | 2 | 2 | -1 | 1
O=C(c1ccc(N2CCN(C(=O)c3ccc(F)cc3F)CC2)cc1)c1cccc(F)c1 | 7 | 1.3 | -6 | -1 | 8 | -2 | -4 | 2 | 3 | -33
CCCCNC(=S)Nc1cccc(C(C)=O)c1 | 3 | -0.3 | -2 | -1 | 23 | 2 | -10 | -2 | 7 | -7
COc1ccc(S(=O)(=O)NCCc2ccccc2)c2cccnc12 | -1 | -2.7 | 26 | -6 | -12 | -17 | 1 | 10 | 6 | -10
COC(=O)C(C)(C(=O)OC)c1ccc([N+](=O)[O-])cn1 | -2 | x | 4 | x | -5 | x | 8 | 4 | -15 | 1
CNS(=O)(=O)c1cccc(C(=O)OCc2cc(C(C)=O)ccc2OC)c1 | 2 | 0.4 | 6 | -4 | 5 | -1 | -11 | 6 | 10 | -2
CCOC(=O)C1CCN(c2ncnc3cc(OC)c(OC)cc23)CC1 | 0 | -0.6 | 16 | -12 | -9 | -5 | -2 | 0 | 7 | 5
Cc1ccn(C)c(=N)c1 | -3 | -8.5 | 5 | -30 | -10 | u | -4 | 0 | -2 | -10
C=CCN1CCc2c(cc(O)c(O)c2Br)[C@@H](c2ccccc2)C1 | x | -0.8 | x | -5 | 1 | -4 | -10 | -1 | -6 | 1
O=C(OCCc1cc2ccccc2c(=O)o1)c1ccc(C(F)(F)F)cc1 | x | -0.1 | x | -9 | 3 | 4 | -1 | -4 | 4 | -14
Clc1ccc(CNc2nc(N3CCOCC3)nc(N3CCOCC3)n2)cc1 | 1 | 0.3 | 25 | -2 | 14 | 3 | -3 | -2 | 4 | -21
COc1ccc(C(CNC(=O)c2ccc(NS(=O)(=O)c3ccc(F)c(C)c3)cc2)N(C)C)cc1 (centres undefined) | x | u | x | u | -2 | u | -8 | 9 | -3 | -4
CCN(CC)S(=O)(=O)c1ccc(C)c(NC(=O)COC(=O)c2ccc(C)c(S(=O)(=O)N3CCOCC3)c2)c1 | -2 | -0.2 | -2 | -18 | 6 | 8 | -4 | 2 | 3 | -10
COc1ccc(C(=O)c2c[nH]c(C(=O)NCc3cccnc3)c2)cc1 | -2 | 0.4 | -18 | 2 | 1 | -7 | -2 | 1 | 0 | -5
O=C(COC(=O)/C=C/c1cccc(C(F)(F)F)c1)NC1CCCCCC1 | x | -2.2 | x | -8 | -3 | -4 | -12 | -1 | -2 | -8
Nc1c(C(=O)N/N=C/c2ccc([N+](=O)[O-])cc2)sc2nnc(-c3ccccc3)c(-c3ccccc3)c12 | 0 | x | 4 | x | x | x | -4 | 12 | x | i
COc1ccc2c(c1)CC/C2=N\OC(=O)c1cccc(C)c1 | 4 | -0.6 | -4 | 1 | 0 | 0 | -9 | 0 | 3 | x
CCn1c2ccccc2c2cc(/C=N/NC(=O)c3cc(O)cc(O)c3)ccc21 | -7 | -0.1 | -12 | -5 | -4 | -2 | -66 | 21 | -2 | x
Cc1c(NC(=O)CSc2nnc(Nc3ccccc3)s2)c(=O)n(-c2ccccc2)n1C | -2 | 0.4 | 8 | 0 | 3 | 0 | 1 | 9 | 2 | -11
Cc1nc(C(=O)NNC(=O)c2ccccc2)c(C(F)(F)F)o1 | 2 | -0.2 | 10 | -3 | -1 | -1 | -6 | 2 | 4 | -17
COc1ccc(Cc2noc(CN(C)CC3CCN(Cc4ccccc4)CC3)n2)cc1OC | 0 | 1.5 | 17 | -5 | -8 | -10 | 2 | 4 | 2 | -4
COc1ccccc1NC(=O)CSc1nc(O)cc(=O)[nH]1 | -1 | -0.8 | -11 | -2 | 4 | -5 | 0 | 1 | -2 | -1
Cc1cc(N2CCN(Cc3cn(C)nc3-c3ccccc3F)CC2)cc(C)n1 | 1 | -2.0 | 34 | -4 | 22 | -2 | 2 | -10 | 8 | 3
COc1ccc(-c2c3c(=O)n(C)c(=O)n(C)c3cn2-c2cc(OC)ccc2OC)cc1 | -1 | 0.1 | 3 | -9 | 6 | -4 | 10 | -4 | 8 | 13
CCN1C(=O)NC(=O)C2(CCCC2)C1=O | x | -0.1 | x | 4 | 11 | -3 | x | 7 | -4 | -6
CCCNc1ncnc2[nH]ncc12 | x | -0.4 | x | 2 | -11 | -3 | x | 9 | 9 | -13
O=C(Nc1ncc([N+](=O)[O-])s1)C1COc2ccccc2O1 (centres undefined) | 1 | -1.9 | -4 | -1 | 7 | -14 | 3 | -6 | -11 | -3
CCCn1c(SCC(=O)Nc2nc(C)c(C(=O)OC)s2)nnc1C(C)C | -2 | -1.2 | 46 | -4 | 16 | -12 | 2 | 4 | -6 | 6
O=C(CSc1n[nH]c(-c2ccccc2)n1)Nc1ccccc1O | -4 | 1.7 | 8 | -2 | 23 | -6 | 8 | 5 | 7 | 1
COC(=O)Cc1ccc(NC(=S)NCc2ccc(Cl)cc2)cc1 | 2 | 0.7 | -15 | -2 | 2 | -4 | -5 | 8 | 3 | -13
Cc1cc(C)c(CN2CCN(C(=O)Cn3cnc4c(NCc5ccccc5)ncnc43)CC2)c(C)c1 | x | 0.1 | x | 0 | 23 | 2 | x | -5 | 20 | -1
CC[C@H](C)[C@H]1CNC(=O)C(=O)N1CC1CCN(CCCc2ccc(OC)c(OC)c2)CC1 | x | -0.9 | x | -2 | -5 | 1 | x | 4 | 2 | 1
Cc1cc(OCC(=O)N2CCC(C(=O)O)CC2)c2c3c(c(=O)oc2c1)CCC3 | -1 | 0.3 | -20 | -3 | -59 | 3 | -11 | 7 | -5 | -7
Cc1cc(C)cc(-c2nc(-c3ccncc3)no2)c1 | 2 | -0.9 | 2 | -10 | -3 | -10 | -6 | 0 | -1 | -10

Only part of the results is shown; rates above refer to the full screens.
